GlmU inhibition – inhibition of mycobacterial GlmU enzyme – biochemical, glucosamine-1-phosphate acetyltransferase (AID 1376) | M. tuberculosis GlmU acetyltransferase enzyme assay; higher % means a stronger effect | inhibition, %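 (tested at 30 µM in the primary screen)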; hits with a dose series show IC50 in µM | hit rate 0.25% among 220,000; in the data active = inhibition above about 13%;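 also: 0% = complete reaction with vehicle and 100% = reaction without substrate; strong numbers were not always called active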
Mtb RmlCD inh – M. tuberculosis RmlC/RmlD inhibition | P9WH09+P9WH11 | RmlC+RmlD coupled enzyme assay, percent inhibition; primary screen in compound mixtures | inhibition, % at 3.6 µM | hit rate 0.03% among 160,000; in the data active = inhibition mostly above about 34%, no sharp cut-off; also: some results filed as inactive read as strong as hits
Target sequence (P9WH09 whole entry, looked up): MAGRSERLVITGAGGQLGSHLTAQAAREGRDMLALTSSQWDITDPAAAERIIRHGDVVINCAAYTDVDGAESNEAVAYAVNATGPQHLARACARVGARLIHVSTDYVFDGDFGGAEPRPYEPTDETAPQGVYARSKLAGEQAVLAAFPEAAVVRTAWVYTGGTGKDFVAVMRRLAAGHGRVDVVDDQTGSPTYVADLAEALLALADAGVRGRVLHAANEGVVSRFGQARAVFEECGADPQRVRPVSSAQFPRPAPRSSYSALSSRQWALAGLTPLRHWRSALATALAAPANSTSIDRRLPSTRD
Target sequence (P9WH11 whole entry, looked up): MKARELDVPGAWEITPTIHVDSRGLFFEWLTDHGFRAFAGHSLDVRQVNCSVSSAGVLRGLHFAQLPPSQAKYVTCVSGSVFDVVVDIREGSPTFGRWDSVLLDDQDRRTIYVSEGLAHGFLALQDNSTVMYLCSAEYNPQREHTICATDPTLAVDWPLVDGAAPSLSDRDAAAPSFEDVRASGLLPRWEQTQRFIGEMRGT
* marks the source's active call; other numbers are inactive results; . = no result given. These rows are one share of the data, so the mix of outcomes need not match the whole.

Results follow in this order: GlmU inhibition	Mtb RmlCD inh
O=C(Nc1ccc(S(=O)(=O)N2CCOCC2)cc1)c1cccs1
    5.3%	12
Cc1ccc(SCc2ccc(C(=O)Nc3cccnc3)cc2)cc1
    6.6%	-6
CCc1cccc(NC(=O)CN(C)S(=O)(=O)c2cccc3nsnc23)c1
    5.0%	-4
CC(=O)N/C(=C\c1ccccc1)C(=O)Nc1ccc(O)cc1
    -3.6%	-14
N#Cc1c(N)sc2c1CCN(CCc1ccccc1)C2
    2.1%	.
O=C(NC1CCCCC1)c1cc(Cl)nc2ccccc12
    1.2%	7
CCN1CCN(CC(O)COCc2ccccc2)CC1 (configuration not stated)
    2.2%	-3
Cc1ccc(NC(=O)C(c2ccc(Cl)cc2)N2CCOCC2)cc1 (configuration not stated)
    -4.5%	-2
COc1ccc(N2CCN(C(=O)c3nc4nc(C)cc(C)n4n3)CC2)cc1
    5.6%	-50
CCN(Cc1ccccc1)Cc1nnnn1Cc1ccccc1
    -5.5%	5
COc1ccc(-n2cc(CNCCc3cscn3)c(-c3ccccc3Cl)n2)cc1
    -6.6%	-6
COc1cc2cc(CN(CCc3ccccc3C)C(=S)NCCCN3CCOCC3)c(=O)[nH]c2cc1OC
    -4.8%	-1
O=C(Nc1ccc2nc(-c3cccnc3)[nH]c2c1)c1ccccc1F
    1.6%	-4
O=C(C(c1ccccc1)c1ccccc1)N1CCN(c2ccccn2)CC1
    -1.6%	9
CCOC(=O)c1cnc2c(C#N)c(C)nn2c1C
    1.8%	.

The list continues:
Results follow in this order: GlmU inhibition	Mtb RmlCD inh
Cc1ccc(-n2ccc(=O)c(C(=O)O)n2)cc1
    -1.8%	5
CN1C(=O)c2ccc(C(=O)NCc3ccc4c(c3)OCO4)cc2C1=O
    0.6%	.
N/C(=N\c1nc(C(F)(F)F)cc(=O)[nH]1)Nc1ccc(Cl)cc1
    -4.6%	12
Cc1c(C(=O)NCCCN2CCOCC2)oc2c1C1(CCC2)SCCS1
    -3.0%	-12
Cc1cc(C)nc(N(C#N)CCOc2ccc(Cl)cc2)n1
    2.1%	.
CCCCc1nnc(NC(=O)CN2C(=O)c3ccccc3C2=O)s1
    -0.9%	.
Cc1cccc(NC(=S)Nc2ccc(Cl)c(Cl)c2)c1
    -2.3%	-4
O=C(N/N=C/c1ccco1)Nc1ccccc1
    0.8%	8
CCOC(=O)N1CCN(C(=O)Cc2ccc(-n3c(=S)[nH]c4ccccc4c3=O)cc2)CC1
    4.7%	.
CN(C)/C=C(\C#N)C(=O)Nc1ccccc1
    0.5%	7
COc1ccc(OC)c(/C=N/N(C)c2ccccc2)c1
    -0.6%	7
O=C(Nc1ccc(Cl)cc1)Nc1nnc(-c2ccncc2)s1
    0.0%	6
CSc1ncc(Cl)c(C(=O)Nc2ccccc2Cl)n1
    4.4%	3
CCCn1c(/N=C/c2cc(OC)ccc2O)nc2ccccc21
    -7.8%	14
CC(C)c1ccccc1NC(=O)c1ccco1
    -2.2%	2

(more compounds)
Results follow in this order: GlmU inhibition	Mtb RmlCD inh
C/C(=N\NC(=O)CC#N)c1cc2ccccc2oc1=O
    2.5%	.
CC(C)c1nc(SCC(=O)Nc2cccc(C(F)(F)F)c2)c2c(=O)n(C)c(=O)n(C)c2n1
    2.6%	9
COc1ccc(OC)c(/C(C)=N/Nc2ccc(C(=O)O)cc2)c1
    -2.2%	.
Cc1ccsc1C1CC(=O)Nc2ccccc2S1 (configuration not stated)
    2.5%	10
OCCCN1c2ccccc2Nc2nnc(-c3ccccc3)cc21
    -4.5%	.
O=C(C1CCC(CNS(=O)(=O)c2cccc3nsnc23)CC1)N1CC=C(c2ccccc2)CC1 (configuration not stated)
    0.8%	38
CCC(C)(C)n1nnnc1CN1CCC(c2nc3ccc(C)cc3[nH]2)CC1
    5.6%	.
CCOC(=O)c1cc2c(cn1)[nH]c1ccccc12
    8.3%	.
O=C(Nc1ccc(Cl)cc1)NC1CCCCC1Cc1ccco1 (configuration not stated)
    -1.1%	.
CCn1nc(C(=O)N2CCc3ccccc3C2)c2ccccc2c1=O
    8.3%	.
Cc1cccn2c(=O)c(C=Nc3c(C)n(C)n(-c4ccccc4)c3=O)c(N3CCCC3)nc12
    1.8%	.
O=C(CN1CCN(c2ccccn2)CC1)NCc1cccs1
    0.7%	3
Cc1c(N)c(C(C)(C)C)cc(C(C)(C)C)c1[N+](=O)[O-]
    -5.2%	4
O=C(c1ccc2c(c1)OCO2)N1CCC2(CC1)Oc1ccc(F)cc1C(=O)C21CC(c2cccnc2)=NO1 (configuration not stated)
    4.8%	-2
COc1ccc(C2(CNC(=O)c3cccs3)CCOCC2)cc1
    -4.2%	.

New compounds follow:
Results follow in this order: GlmU inhibition	Mtb RmlCD inh
O=[N+]([O-])c1cccc(NC(=S)NCCc2ccccc2)c1
    -1.6%	-9
O=C1C2Sc3[nH]c(=O)sc3C(c3ccccc3)C2C(=O)N1c1ccc(Cl)cc1 (configuration not stated)
    -0.2%	.
CC1(C)NC(=O)N(CC(=O)OCC(=O)Nc2cccc(F)c2)C1=O
    12%	.
COc1ccc(-n2cc(-c3ccc(OC(F)F)cc3)[n+]3c2CCCCC3)cc1
    -4.4%	-4
COc1ccc(C(=O)C[n+]2ccc3c(c2)nc(-c2ccccc2)n3C)cc1
    -6.1%	.
CC1(C)OC(=O)C(=CNC(=O)c2c(F)cccc2F)C(=O)O1
    -4.7%	-6
Cc1cccc(C2=NC(C(F)(F)F)(C(F)(F)F)c3c(n(-c4ccc(F)cc4)c(=O)[nH]c3=O)N2)c1
    1.4%	6
CN(C1CC(C)(C)NC(C)(C)C1)S(=O)(=O)CC12CCC(CC1=O)C2(C)C (configuration not stated)
    3.7%	-3
Cc1ccc(NC(C)C(=O)N/N=C/c2c[nH]c3ccccc23)cc1 (configuration not stated)
    5.0%	6
O=C(NC(=S)Nc1ccc(S(=O)(=O)N2CCCC2)cc1)c1cccs1
    -5.8%	19
Cc1ccc(CCN2CC(C(=O)NCCCOC(C)C)CC2=O)cc1 (configuration not stated)
    1.3%	-7
CCn1c2ccccc2c2cc(NC(=O)c3ccc(=O)oc3)ccc21
    3.6%	0
Cc1ccc(OCC(=O)Nc2ccccc2-c2ccccc2)cc1
    7.3%	.
CNC(=O)CN1C(=O)NC2(CCc3ccccc3C2)C1=O (configuration not stated)
    4.2%	20
Cc1ccc(-c2c[n+](CC(=O)c3ccc(Br)cc3)c3n2CCCCC3)cc1
    -9.5%	-3

Structural class, the entries above with a furan ring, fused or not (4)
Results follow in this order: GlmU inhibition	Mtb RmlCD inh
Cc1c(C(=O)NCCCN2CCOCC2)oc2c1C1(CCC2)SCCS1
    -3.0%	-12
O=C(N/N=C/c1ccco1)Nc1ccccc1
    0.8%	8
CC(C)c1ccccc1NC(=O)c1ccco1
    -2.2%	2
O=C(Nc1ccc(Cl)cc1)NC1CCCCC1Cc1ccco1 (configuration not stated)
    -1.1%	.

Other records.
Results follow in this order: GlmU inhibition	Mtb RmlCD inh
O=C(c1ccc2c(c1)OCO2)N(c1ccccc1)C1C=CS(=O)(=O)C1 (configuration not stated)
    -0.3%	-3
COc1cccc(C=NCCNC(=O)c2nonc2N)c1O
    -4.9%	6
Nc1ccc2nc(-c3ccc(Cl)cc3)[nH]c2c1
    -1.3%	6
CCN1CCN(c2nc3c(C)cccn3c(=O)c2/C=C(\C#N)S(=O)(=O)c2ccc(Cl)cc2)CC1
    0.2%	0
Cn1c(Cc2ccccc2)nnc1SCC(=O)N1CCCCC1
    -2.9%	.
NC(CSS(=O)(=O)O)=NCCC12CC3CC(CC(O)(C3)C1)C2
    -2.1%	4
Cc1ccc2nc(N(CCN(C)C)C(=O)c3cc(Cl)sc3Cl)sc2c1
    0.2%	7
Cc1cc(C(=O)Nc2nnc(C(F)(F)F)s2)cs1
    1.1%	.
COc1ccc(S(=O)(=O)N2CCc3ccccc3C2)cc1
    0.7%	.
COCc1c(Br)c(C)nc(OCC(=O)O)c1C#N
    .	11
COc1ccc(NC(=O)C(c2ccc(OC)cc2)N(C)C(=O)Cc2cccs2)cc1 (configuration not stated)
    1.4%	1
CCOC(=O)N1CCN(C(=O)c2cc(Cl)c(Cl)cc2C(=O)O)CC1
    -2.1%	16
CC(C)c1ccc(-c2nc3ccccc3s2)cc1
    0.6%	-2
O=c1c2ccccc2[nH]c2ccc(F)cc12
    2.6%	-3
Cc1nnc(NC(=O)CSCc2ccccc2)s1
    -0.3%	4

Whole records as entered above. Values in the order: GlmU inhibition, Mtb RmlCD inh
O=C(c1ccc2c(c1)OCO2)N1CCC2(CC1)Oc1ccc(F)cc1C(=O)C21CC(c2cccnc2)=NO1 (configuration not stated) is listed as 4.8%, -2
CCn1nc(C(=O)N2CCc3ccccc3C2)c2ccccc2c1=O is listed as 8.3%, .
Cc1c(C(=O)NCCCN2CCOCC2)oc2c1C1(CCC2)SCCS1 is listed as -3.0%, -12
CC(C)c1nc(SCC(=O)Nc2cccc(C(F)(F)F)c2)c2c(=O)n(C)c(=O)n(C)c2n1 is listed as 2.6%, 9
CCn1c2ccccc2c2cc(NC(=O)c3ccc(=O)oc3)ccc21 is listed as 3.6%, 0

Carrying on:
Results follow in this order: GlmU inhibition	Mtb RmlCD inh
CC(=O)c1ccc(N2CCN(c3ncc(C(F)(F)F)cc3Cl)CC2)cc1
    1.8%	15
COc1ccc(S(=O)(=O)NCCCCNS(=O)(=O)c2ccc(OC)cc2)cc1
    2.1%	.
CC1=NN(c2ccccc2)C(=O)/C1=C\c1cn(-c2ccccc2)nc1C
    2.3%	-5
CC(C)Oc1cccc(C(=O)C2CCCN(Cc3ccc4nonc4c3)C2)c1 (configuration not stated)
    2.1%	.
O=C1C2C(c3cccc(/C=C/c4ccccc4)c3)CC=CC2C(c2ccc3ccccc3c2)N1Cc1ccccc1 (configuration not stated)
    0.5%	.
Cc1cccc(OCC(O)CNC(=O)c2ccccc2C(=O)O)c1 (configuration not stated)
    -4.7%	.
C/C(=N\NC(=O)c1n[nH]c2c1CCC2)c1cccs1
    -0.2%	7
Nc1c(Cl)ncnc1N/N=C/c1ccccn1
    -5.0%	6
COCC(C)NC(=O)c1cccc([N+](=O)[O-])c1 (configuration not stated)
    3.7%	-9
COc1ccc(NC(=O)CC2C(=O)N(c3ccc(OC)cc3)C(=S)N2NC(=O)c2cccc(F)c2)cc1 (configuration not stated)
    -2.7%	.
CN1C(=O)C(O)(CC(=O)c2ccc(F)cc2)c2cc(Br)ccc21 (configuration not stated)
    -0.7%	-10
CCOC(=O)C(O)(c1ccc(N(CC)S(=O)(=O)c2ccc(C)cc2)cc1)C(F)(F)F (configuration not stated)
    -5.1%	10
O=C1NC(=O)/C(=C\c2ccc(Sc3ccc(Cl)cc3)o2)N1
    2.4%	.
CC(/C=C/c1ccccc1)=N\NC(N)=S
    -5.3%	-4
COc1ccccc1NS(=O)(=O)c1ccc(N2CCOCC2)c(NC(=O)c2ccco2)c1
    2.3%	9

(further entries)
Results follow in this order: GlmU inhibition	Mtb RmlCD inh
CCOC(=O)N1CCN(C(=O)C2CCCN(S(C)(=O)=O)C2)CC1 (configuration not stated)
    1.0%	.
COC(=O)Nc1nc2ccc(C(=O)c3cccs3)cc2[nH]1
    7.3%	.
CN(C)CC1CCCCC1OC(=O)/C=C/c1ccccc1 (configuration not stated)
    -1.7%	.
O=C(O)C(Cc1cn[nH]n1)=NO
    -0.4%	-7
CCCOc1ccc(NC(=O)C2CC(=O)N(C(C)C)C2)cc1 (configuration not stated)
    -2.5%	-7
O=C(COC(=O)C1CCN(S(=O)(=O)c2ccc3c(c2)OCCO3)CC1)Nc1ccc(C(F)(F)F)cc1
    1.4%	3
CCOc1ccc(N(CC(=O)NCc2ccccc2)S(C)(=O)=O)cc1
    -2.2%	100
Cn1c(=O)c2cc(S(=O)(=O)NC(C(=O)Nc3cccc(F)c3)c3ccccc3)ccc2n(C)c1=O (configuration not stated)
    .	4
CCc1ccc(NC(=O)CSc2nc3n[nH]c(C)c3c(=N)n2-c2cccc(OC)c2)cc1
    -3.5%	.
O=C(CF)NC(NC(=S)Nc1ccccc1O)C(Cl)(Cl)Cl (configuration not stated)
    -3.2%	0
N=C(N)SCc1cn(-c2ccccc2)nc1-c1ccc(Br)cc1
    -7.3%	9
CCOc1cc2nc3c4ccccc4n(C)c3nc2cc1OCC
    3.6%	.
Cc1cccc(S(=O)(=O)c2c(N)n(/N=C/c3ccccc3)c3nc4ccccc4nc23)c1
    -3.4%	-6
COC(=O)c1ccc(CN(c2ccccn2)S(=O)(=O)c2ccccc2)cc1
    2.6%	-4
COc1ccc(S(=O)(=O)N2CCC(C(=O)NCC3CCCO3)CC2)cc1C (configuration not stated)
    -0.8%	-5

(list continues)
Results follow in this order: GlmU inhibition	Mtb RmlCD inh
CCOc1ccc(-n2cccc2C=O)cc1
    -2.5%	8
CCOC(=O)N1N=C(c2ccc(C)cc2)CC1(O)C(F)(F)F (configuration not stated)
    -0.1%	13
Cc1ccc(-n2c(Cc3ccccc3)nnc2SCC(=O)NNC(=O)Cc2ccccc2)cc1
    2.0%	-4
COc1ccc(NC(=O)Nc2ccccc2C(=O)N2CCCC2)cc1
    0.2%	.
COc1cc(C(=O)NCCN2C(=O)S/C(=C\c3cccs3)C2=O)cc(OC)c1OC
    0.9%	.
O=C(CSc1nnnn1C1CCCCC1)NCc1cccc(C(=O)O)c1
    1.2%	-8
CCC(C)NC(=O)C(Cc1ccccc1)NS(=O)(=O)c1cccc2nsnc12 (configuration not stated)
    -0.8%	-7

Screening data (PubChem)
